# PvdQ acylase: P. aeruginosa PvdQ acylase inhibitors, primary screen, biochemical, fluorescence, plate reader and imaging, single point | PvdQ acylase [Pseudomonas aeruginosa LESB58] | purified PvdQ acylase | inhibition, % at 10 µM | 340,000 tested, 0.063% active; in the data active means inhibition above about 30%, passing the limit was not always enough;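 further: 0% = vehicle neutral wells and 100% = reference inhibitor wells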
# dFosB activator: activators of delta FosB homodimer, primary screen, biochemical, fluorescence polarization, TAMRA-CDK5 oligo, single point; Protein FosB (Mus musculus), P13346; purified delta FosB; percent of positive-control signal above neutral wells; activation, % at 25 µM; 340,000 tested, 0.99% active; AID 493131, 2011;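 active means mean activation above about 17%, with every replicate also reaching it, limit read from the data, passing the limit was not always enough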;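 further: fluorescence polarization rise as delta FosB binds a TAMRA Cdk5 AP-1 oligo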
# Target sequence (P13346 whole entry, looked up): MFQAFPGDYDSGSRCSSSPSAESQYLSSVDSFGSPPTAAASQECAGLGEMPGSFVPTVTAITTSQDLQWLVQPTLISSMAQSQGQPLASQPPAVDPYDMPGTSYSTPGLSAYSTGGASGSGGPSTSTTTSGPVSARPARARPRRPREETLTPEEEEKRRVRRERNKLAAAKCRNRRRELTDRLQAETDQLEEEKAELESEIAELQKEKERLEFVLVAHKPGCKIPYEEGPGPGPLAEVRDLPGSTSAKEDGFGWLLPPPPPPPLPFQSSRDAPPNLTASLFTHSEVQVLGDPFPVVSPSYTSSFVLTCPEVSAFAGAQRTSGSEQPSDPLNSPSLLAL
# Keap1 Nrf2 FP: Keap1-Nrf2 protein-protein interaction inhibitors, primary screen, biochemical, fluorescence polarization, single point; 340,000 tested, 0.15% active; inhibition, % at 9.4 µM; Keap1 Kelch-Nrf2 peptide fluorescence polarization, 1536-well; in the data active means inhibition above about 12%;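 further: human Keap1 Kelch domain with fluorescein labeled Nrf2 9mer peptide probe; 0% = neutral control wells and 100% = peptide positive control; higher means more block of Keap1 binding to Nrf2 peptide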
# Target sequence (Q14145 whole entry, looked up, the tested form may be a part): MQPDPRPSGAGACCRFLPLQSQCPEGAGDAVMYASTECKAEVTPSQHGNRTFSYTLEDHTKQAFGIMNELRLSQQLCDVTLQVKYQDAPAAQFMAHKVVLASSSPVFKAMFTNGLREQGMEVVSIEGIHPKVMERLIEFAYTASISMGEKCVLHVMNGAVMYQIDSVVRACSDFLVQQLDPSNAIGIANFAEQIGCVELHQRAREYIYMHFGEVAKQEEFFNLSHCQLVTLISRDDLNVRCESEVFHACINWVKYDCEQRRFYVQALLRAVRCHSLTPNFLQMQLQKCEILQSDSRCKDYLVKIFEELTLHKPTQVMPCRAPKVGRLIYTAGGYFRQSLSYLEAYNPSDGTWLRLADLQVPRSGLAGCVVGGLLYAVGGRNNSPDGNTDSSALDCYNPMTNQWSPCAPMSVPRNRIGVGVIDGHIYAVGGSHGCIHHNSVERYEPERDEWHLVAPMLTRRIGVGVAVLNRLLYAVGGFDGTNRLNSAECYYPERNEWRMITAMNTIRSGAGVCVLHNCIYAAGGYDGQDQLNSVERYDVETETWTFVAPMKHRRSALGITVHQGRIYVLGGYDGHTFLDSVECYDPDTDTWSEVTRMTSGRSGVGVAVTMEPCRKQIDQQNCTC
# Rtt109 HAT inh: inhibitors of C. albicans Rtt109/Vps75 HAT, primary screen, biochemical, ThioGlo CoA-SH fluorescence, plate reader; Histone acetyltransferase RTT109 (Candida albicans (strain SC5314 / ATCC MYA-2876)), …; purified Rtt109/Vps75, 4 h; inhibition, % at 34.9 µM; 330,000 tested, 0.16% active;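 active means inhibition of at least 50% in every replicate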
# CDK5 p35 inh: inhibitors of human CDK5/p35 kinase, primary screen, biochemical, single concentration; Cyclin-dependent kinase 5 (Homo sapiens) + Cyclin-dependent kinase 5 activator 1 (Homo …; Recombinant CDK5/p35, ADP-Glo luminescence, 60 min; inhibition, % at 10 µM; 330,000 tested, 0.01% active; AID 488839, 2010;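 active means highest replicate inhibition of at least 50% and at least 75% of replicates reaching 50%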;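 further: plate controls were DMSO neutral control for no effect and GW8510 at 10 µM for full effect; many of its hits are not listed in these tables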
# RTF Ca sens inh: cardiac RTF calcium sensitivity inhibitors, primary screen, biochemical, IANBD-TnC fluorescence, EC70 calcium. Troponin I, cardiac muscle (Homo sapiens) + Troponin T, cardiac muscle (Homo sapiens) + …. IANBD-labeled cardiac RTF, Ca2+ fluorescence. inhibition, % at 7.15 µM. 340,000 tested, 0.12% active. AID 493244, 2011;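 active means inhibition above the mean inhibition of all tested compounds plus 3 SD, cut at about 17% in these data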;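 further: assay run at fixed EC70 calcium of 1.6 mM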
# C-LANA FP: inhibitors of KSHV C-LANA binding to DNA, primary screen, biochemical, fluorescence polarization, FAM-LBS DNA, MBP-C-LANA, single point. inhibition, % at 9 µM. 340,000 tested, 0.078% active;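 active means highest replicate inhibition at or above 60% at 9 µM, even if other replicates fall short; inactive means all replicates below 60% inhibition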;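 further: 0% = neutral control wells and 100% = 4 µM acridine orange control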
# SUMO Mot1 rescue: yeast Mot1-301 growth rescue at high temperature, primary screen, SUMOylation pathway inhibitor project, S. cerevisiae, ATP luminescence, 38.5C; growth rescue, % at 18.8 µM; AID 2716, 2010; 320,000 tested, 1% active; S. cerevisiae Mot1-301 growth rescue; percent above DMSO median, 100 means doubled;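 active means every valid replicate shows activation above 250% relative to neutral control wells; inactive means the rest, any valid replicate at or below 250%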;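 further: OY570 slx delta 5 strain wells were the positive control but not used for scaling; some compounds called inactive have numbers as strong as hits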
# PfHsp90 yeast 2: growth inhibition of PfHsp90-expressing yeast, primary screen, antimalarial PfHsp90 inhibitor project, S. cerevisiae, BacTiter-Glo luminescence, single point, set 2 | BacTiter-Glo ATP, 48 h; yeast lacking PDR1 and PDR3 efflux regulators | inhibition, % at 9.4 µM | 310,000 tested, 0.32% active | AID 504621, 2011;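 active means every replicate shows inhibition above about 80%, whatever the replicate mean, limit read from the data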;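 further: 0% = DMSO neutral controls and 100% = 20 µM radicicol positive controls; yeast relying on Plasmodium falciparum Hsp90 in place of its own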
# RTF Ca sens act: cardiac RTF calcium sensitivity activators, primary screen, biochemical, IANBD-TnC fluorescence, EC20 calcium; IANBD-labeled TnC RTF fluorescence at EC20 calcium; 0% EC20 calcium, 100% full calcium; activation, % at 7.2 µM; 340,000 tested, 0.24% active; Troponin I, cardiac muscle (Homo sapiens) + Troponin T, cardiac muscle (Homo sapiens) + …; AID 493008, 2010;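 active means activation above the mean over all tested compounds plus 3 SD, cut at about 30% in these data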;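 further: rise in fluorescence read as greater calcium sensitivity of cardiac thin filaments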
# NSD2 inh: NSD2 histone methyltransferase inhibitors, primary screen, biochemical, AlphaScreen, single concentration, set 2; Histone-lysine N-methyltransferase NSD2 (Homo sapiens), O96028; NSD2 peptide methylation, 120 min; inhibition, % at 12.5 µM; 310,000 tested, 0.54% active; in the data active means inhibition above about 50%
# Numbers without * were called inactive; / = no result given. Rows were taken by chance. About 3.2% of those tested had a hit in this group.
SMILES,PvdQ acylase,dFosB activator,Keap1 Nrf2 FP,Rtt109 HAT inh,CDK5 p35 inh,RTF Ca sens inh,C-LANA FP,SUMO Mot1 rescue,PfHsp90 yeast 2,RTF Ca sens act,NSD2 inh
COc1ccc(/C=C/C(=O)NCCNC(=O)c2ccccc2)cc1OC,-10,-1,1,5,-0.3,-4,-0.4,31,3,2,-4
O=C(NCCc1ccccc1)C1CCN(C2CCN(Cc3ccc(CO)o3)CC2)CC1,-7,-5,-6,1,-3.5,-6,-1.1,103,12,8,-4
CC(OC(=O)c1ccc(Cl)c(S(N)(=O)=O)c1)C(=O)NCC1CCCCC1 (configuration not stated),-21,-15,-3,-1,0.5,-8,-0.8,-13,-10,1,-2
CCOC(=O)c1c(C)[nH]c(C)c1C(=O)CSc1nc2ccccc2n1CC,-31,-13,-7,0,-4.4,0,0.4,0,22,11,22
CN(CC(=O)Nc1ccc(Cl)c(C(F)(F)F)c1)C(=O)/C=C/c1cccs1,2,29*,-3,-7,-0.6,-4,0.5,8,/,-6,-9
COc1ccc(CCNC(=O)CSc2nc(C)nc3c2c(=O)n(C)c(=O)n3C)cc1OC,3,-8,-1,6,1.3,-3,-4.4,-18,-15,5,/
COc1ccccc1-c1nn2c(C(F)(F)F)nnc2s1,10,-7,1,-9,-1.1,-8,-1.3,4,/,-4,-3
CCc1ccc(S(=O)(=O)Nc2cc3c(cc2C)n(C)c(=O)n3C)cc1,-14,-6,-1,-6,0.0,-4,-0.5,185,5,-2,-1
COc1cccc(NC(=O)N2CCN(C(=O)C(Cc3ccc(OC)c(OC)c3)NC(C)=O)CC2)c1 (configuration not stated),-18,4,-4,-18,0.4,-10,1.5,-5,6,1,-6
O=C(O)c1ccc2cc[nH]c2c1,-19,-2,-1,10,0.1,-9,0.0,-20,-3,2,-3
CCC(Sc1nc2ccccc2[nH]1)C(=O)Nc1cc(C)on1 (configuration not stated),-17,2,-1,-2,0.5,12,0.4,/,3,3,/
Cc1cccc(OCC(=O)Nc2c3c(nn2C(C)(C)C)CS(=O)(=O)C3)c1,-1,-10,2,-3,-0.3,-4,-1.2,9,4,-6,7
N#Cc1nc(COc2ccccc2)oc1N1CCOCC1,-16,-3,-1,-1,0.1,-2,0.1,-9,21,5,/
O=C(C[n+]1ccc(Cc2ccccc2)cc1)Nc1ccc([N+](=O)[O-])cc1Cl,-13,-7,3,8,-1.6,-4,0.2,-12,20,4,15
CCC(=O)N1CCc2cc(S(=O)(=O)NC(C(=O)NCc3ccc(F)cc3)C(C)C)ccc21 (configuration not stated),-4,16,-1,-3,-4.1,-4,0.5,8,/,8,1
Nc1ccc(NC(=O)NC2CCCCC2)cc1,-24,7,-3,-1,1.0,-6,-0.7,53,16,6,2
COc1ccccc1N1CCN(C2CCN(C(=O)c3cc(OC)c(OC)c(OC)c3)CC2)CC1,-13,2,-6,-1,-0.8,4,-0.6,-7,33,0,1
COc1ccc(S(=O)(=O)NNC(=O)c2cc3cc4ccccc4nc3s2)cc1,9,-23,1,14,1.6,-10,0.3,8,/,5,1
COc1ccc(/C(O)=C2\C(=O)C(=O)N(c3cc(C)on3)C2c2ccc(OC)c(OC)c2)cc1OC (configuration not stated),-13,-2,0,7,-0.9,-6,-0.3,120,-15,3,3
COc1ccc(/C=N/NC(=O)CC(=O)NCc2cccnc2)cc1[N+](=O)[O-],-18,-2,-3,-2,-4.2,-7,-1.0,10,7,1,-1
O=C(Nc1nccs1)c1cc(-c2ccco2)nc2ccccc12,-16,-30,-1,-3,-2.7,-4,-1.5,24,-9,1,2
Nn1c(SCC(=O)Nc2ccc(F)cc2)nnc1-c1cccnc1,-15,-1,-6,6,-3.6,-9,-0.7,-14,/,2,-2
O=C(Nc1ccc(C(F)(F)F)cc1)N1CCN(C(=O)c2ccco2)CC1,6,-4,3,2,-1.3,0,-0.9,-1,4,-6,-3
O=S(=O)(NCCc1ccccc1)c1cccc(S(=O)(=O)N2CCOCC2)c1,-1,1,-4,-2,0.0,-4,1.0,/,1,-2,5
Cc1ccc(CN2C(=O)CCC2C(=O)N2CCN(c3ccccc3)CC2)cc1 (configuration not stated),-10,-5,-3,-8,-0.4,-8,-1.7,-2,9,1,11
CCN(CC(=O)NCc1ccc(F)cc1)C(=O)CCNS(=O)(=O)c1cccc(C)c1,-4,1,-2,-1,-0.4,1,1.0,-20,21,0,1
O=S(=O)(/C=C/c1ccccc1)N1CCN(c2nc(-c3ccccc3)nc3ccccc23)CC1,-12,-4,1,0,-1.0,4,0.5,-1,-29,-3,/
COc1cccc(-c2cc(C(=O)NCCCN3CCOCC3)no2)c1,-8,-13,0,-1,-0.5,0,-2.0,1,-2,-4,-5
O=c1cc(Cl)c2ccccc2n1-c1ccccc1,-10,2,-1,-5,-0.3,0,0.5,6,17,-2,4
CCCCCC1CC1C(=O)N/N=C/c1ccc(N(C)C)cc1 (configuration not stated),-10,-3,4,/,-0.5,-8,1.1,133,15,3,11
CC1CCN(C(=O)CSc2nc(=O)n3cc(Cl)ccc3n2)CC1,2,-9,-5,-6,0.1,-4,-1.6,-12,-17,2,1
COc1ccc(OC)c(NC(=O)c2cc3c(cc2Cl)N2CCCCCC2=NS3(=O)=O)c1,-2,-4,-2,-22,-0.5,4,1.3,0,/,-2,-3
COc1ccc(C(C)(C)C)cc1NC(=O)COC(=O)c1cc(SC)ccc1Cl,5,-8,-2,32,-0.7,3,3.0,6,5,1,-2
Cn1c(Cc2c[nH]c3ccccc23)n[nH]c1=S,-11,0,6,0,3.1,-3,0.4,8,-7,-1,2
Cc1cccc(C(=O)OC(C)C(=O)NC(=O)NC2CCCCC2)c1O (configuration not stated),-11,-13,-3,-3,0.0,-8,0.4,13,-18,-7,-2
CCC(C)NC(=O)COC(=O)c1oc2ccccc2c1CSc1ccc(Cl)cc1 (configuration not stated),6,-7,0,21,0.6,8,1.5,20,-7,-3,0
Cn1/c(=N/N=C/c2ccc(N3CCOCC3)cc2)sc2ccccc21,-2,-5,-2,0,-0.9,-9,2.2,/,16,5,4
O=C(NC(=S)NC1CCS(=O)(=O)C1)c1ccccc1Br (configuration not stated),-11,-3,-1,-2,-0.9,-5,-0.7,11,26,-1,0
CC(=O)Nc1ccc(CN2CCCC(C(=O)c3ccc(C(F)(F)F)cc3)C2)cc1 (configuration not stated),-15,-8,-2,-7,-2.9,-8,-3.0,-9,4,0,1
N#Cc1ccc(S(=O)(=O)N2CCN(CC(=O)Nc3ccccc3C(=O)NC3CC3)CC2)cc1,3,-2,-4,-13,-1.5,4,-0.5,7,/,-6,/
COc1ccc(/C=C/C(=O)Nc2cccc(S(=O)(=O)NC3=NCCCCC3)c2)cc1,9,-13,-2,5,3.3,-2,-1.3,1,3,-3,-2
Cc1c(N/C(=N/S(=O)(=O)c2cc([N+](=O)[O-])ccc2Cl)c2ccccc2)c(=O)n(-c2ccccc2)n1C,16,-5,0,3,0.5,-15,-2.0,/,18,-3,0
COc1ccc(/C=N/NC(=O)c2cccnc2)cc1CN1CCOCC1,-2,-9,-7,0,-4.4,-8,-3.4,-19,4,20,-1
C[C@H](CO)N1C[C@H](C)[C@@H](CN(C)Cc2ccccc2)Oc2c(NC(=O)C3CCCCC3)cccc2C1=O,-15,-26,-2,15,-3.7,-9,-3.7,10,2,-4,/
CC[C@]1(C(=O)OC)[C@H]2C(=O)N(C)C(=O)[C@H]2[C@H]2CN(C)C(=NC3CCCCC3)N21,-2,0,0,-8,0.5,-1,-0.4,/,-6,-4,/
O=C(C1=C[C@H](c2csc3ccccc23)C[C@H](OCc2ccc(CO)cc2)O1)N1CCN(Cc2ccccc2)CC1,-2,-8,2,-1,-0.1,-6,2.1,-40,-10,-1,/
CCOc1ccc(N(CC(=O)N2CCN(c3ccc(F)cc3)CC2)S(=O)(=O)c2c(C)noc2C)cc1,-13,-33,-3,7,-1.4,-8,-1.4,-25,-15,5,-2
O=C(CSc1nc(-c2ccco2)cc(C(F)(F)F)n1)N1CCc2ccccc2C1,-11,-5,-5,9,0.4,-3,-1.6,/,24,2,6
O=C(COC(=O)CNS(=O)(=O)/C=C/c1ccccc1)NC1CCS(=O)(=O)C1 (configuration not stated),-15,4,-2,/,-0.2,-7,-0.3,-14,4,0,/
Cc1ccc(OCC(=O)N2CCc3ccccc32)c([N+](=O)[O-])n1,-6,-3,-1,-3,-0.3,3,0.2,8,-14,2,-2
COc1ccc(NC(=O)NC2(C(=O)N3CCN(C)CC3)CCCCC2)cc1,-7,2,0,-8,0.3,11,-0.7,56,-22,-2,-1
C[C@H](CO)N1C[C@H](C)[C@@H](CN(C)S(=O)(=O)c2ccc(F)cc2)Oc2ccc(NC(=O)CCN3CCOCC3)cc2C1=O,-8,-2,-9,-4,-0.9,-8,2.0,-14,-40,15,/
O=C(NC(=S)NC(CO)Cc1ccccc1)c1ccc(F)cc1 (configuration not stated),-7,-5,1,-4,1.6,3,2.9,8,1,-6,0
CCOC(=O)c1c(-c2ccc(C)cc2)csc1NC(=O)CCN1CCOCC1,4,0,-5,13,2.2,-7,-1.2,21,36,-5,13
CCOc1ccc(NC(=O)NC2CC(=O)N(c3ccc(OC)cc3)C2)cc1 (configuration not stated),0,-3,0,-3,0.7,-3,-0.5,24,2,1,/
Cc1ccc(C)c(OCCC(=O)OCC(=O)NCc2ccc(F)cc2)c1,-13,-4,0,0,-0.4,-5,-0.6,19,-14,-7,1
O=C(CN1C(=O)NC2(CCc3ccccc32)C1=O)Nc1ccc(N2CCOCC2)cc1 (configuration not stated),9,2,-1,0,2.7,-4,-0.5,-4,8,0,5
NC(=O)C(Cc1ccccc1)NC(=O)C12CC3CC(CC(C3)C1)C2 (configuration not stated),-17,-14,-1,-12,0.9,-1,3.2,-6,-16,1,-1
